Tau fibril FP = inhibitors of human tau fibril formation. K18 P301L tau heparin fibrillization, Alexa594 FP, 6 h. Potency, µM (top dose mostly 57.7 µM), for inactives: at the top dose activity, negative = inhibition, actives largely listed as inhibitors. actives 0.39% (n = 280,000); further: on the % scale 0 is the no-effect control and ±100 the full control effect; nearly all actives have a fitted effect of over 55% in size
Target sequence (P10636 561-689 P618L limits assumed): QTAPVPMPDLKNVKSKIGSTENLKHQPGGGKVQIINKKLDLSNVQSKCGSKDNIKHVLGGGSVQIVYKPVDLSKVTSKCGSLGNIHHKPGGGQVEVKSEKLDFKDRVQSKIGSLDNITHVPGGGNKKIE
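Recombinant K18 P301L […], labeled with Alexa 594 at 0.24 uM over 15 uM unlabeled; heparin inducer 20 uM final; 37 C, 6 hr; FP endpoint.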
HTT ATP protect = cytoprotection in Huntington HTT-Q103 PC12 cell model | actives 0.14% (n = 230,000) | Potency, µM (top dose mostly 56.4 µM), for the others: cytoprotection (ATP increase), usual class: activators | PC12 HTT-Q103 induced, cytoprotection, ATP luminescence, 40 h | AID 1471;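 further: % of control where 0% means no effect; nearly all actives have a fitted effect of over 45% in size; toxic huntingtin expression switched on by the ecdysone agonist tebufenozide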
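Stable PC12 Q103-GFP cells in serum-supplemented, phenol red-free DMEM; induction by tebufenozide at 100 nM final; compound dose series; cell viability quantified luminescently from ATP.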
GLA spleen mod = inhibitors or activators of human alpha-galactosidase in spleen homogenate | P06280 | AID 2107 | actives 0.008% (n = 240,000) | human spleen homogenate, 4MU-alpha-Gal fluorescence, 40 min | Potency, µM (doses to about 80 µM), for the others: at the top dose activity change, negative = inhibition, most hits filed as inhibitors;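 further: 0% = enzyme with vehicle and -100% = no enzyme basal signal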
Target sequence (P06280 32-429 limits assumed): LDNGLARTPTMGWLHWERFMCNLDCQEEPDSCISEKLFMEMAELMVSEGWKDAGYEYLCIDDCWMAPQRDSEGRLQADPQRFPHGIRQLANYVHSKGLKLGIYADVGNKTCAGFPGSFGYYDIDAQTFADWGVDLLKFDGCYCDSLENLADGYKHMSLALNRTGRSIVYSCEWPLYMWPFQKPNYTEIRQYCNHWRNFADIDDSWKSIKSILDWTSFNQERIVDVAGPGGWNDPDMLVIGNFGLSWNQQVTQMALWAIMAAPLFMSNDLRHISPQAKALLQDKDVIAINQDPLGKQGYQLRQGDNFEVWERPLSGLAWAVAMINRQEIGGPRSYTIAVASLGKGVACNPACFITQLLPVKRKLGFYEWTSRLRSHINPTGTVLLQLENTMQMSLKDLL
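Human spleen homogenate (1 ug) as enzyme source, 4-methylumbelliferyl-alpha-D-galactopyranoside 1 mM final, citrate/phosphate pH 5.0 with 0.01% Tween-20. Compounds 40 min at 37C, NaOH/glycine stop; fluorescence Ex 365/Em 440, Hill-fit AC50.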
GAA inhib = blocks human lysosomal alpha-glucosidase | actives 0.005% (n = 200,000) | Potency, µM (highest dose often 76.9 µM), for inactives: at the highest dose activity change, negative = inhibition, usual class: inhibitors | purified human GAA, 4-MU-alpha-glucoside fluorescence | P10253 | AID 1466;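 further: plate controls were uninhibited enzyme wells for no effect and no-enzyme background for full effect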
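Endpoint fluorogenic read: 20 min room-temperature reaction of 4 nM human alpha-glucosidase with 400 uM 4-methylumbelliferyl-alpha-D-pyranoside, pH 5.0, quenched with 1M NaOH/1M glycine pH 10. AC50 from Hill modeling.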
Tau fibril ThT = blocks human tau fibril formation measured by thioflavin T. actives 2.1% (n = 270,000). P10636. Potency, µM (top dose mostly 57.4 µM), without a hit: top-dose activity, negative = inhibition, most hits filed as inhibitors. recombinant tau K18 P301L, heparin-induced fibrillization, ThT fluorescence. AID 1460; further: on the % scale 0 is the no-effect control and ±100 the full control effect; nearly all actives have a fitted effect of over 55% in size
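Heparin-induced (20 uM) aggregation of recombinant human K18 P301L tau, 15 uM unlabeled with 0.24 uM labeled, pH 7 acetate buffer, 6 hr at 37 C with compound. Fibrils quantified by 30 uM ThT fluorescence after 1 hr ambient incubation.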
GAA spleen mod = inhibitors or activators of human alpha-glucosidase in spleen homogenate; actives 0.006% (n = 240,000); Potency, µM (titrated, usually from 79.9 µM), without a hit: at the top dose activity change, negative = inhibition, actives largely listed as inhibitors; human spleen homogenate, 4-MU-alpha-glucoside fluorescence; P10253;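 further: 0% = enzyme with vehicle and -100% = no enzyme basal signal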
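AC50 values come from Hill-equation fits of concentration-response data, normalized to no-enzyme and full-activity controls. Enzyme source: 1 ug human spleen homogenate; 1 mM fluorogenic 4-MU glucoside, pH 5.0 citrate buffer, 37 C, 40 min.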
GAA glycogen = GAA glycogen-cleavage inhibition or activation. P10253. recombinant GAA, glycogen substrate, Amplex Red glucose oxidase fluorescence. Potency, µM (doses to about 76.4 µM), inactives show at the top dose activity change, negative = inhibition, usual class: inhibitors. actives 0.38% (n = 300,000). AID 2100;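 further: 0% = full enzyme reaction and -100% = no-enzyme basal signal; the screen sought inhibitors and activators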
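Recombinant human enzyme (4 nM); glycogen substrate; 37 C, 40 min, pH 5.0. Readout: coupled glucose oxidase/Amplex Red fluorescence.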
Tau fluor counter = counter-screen for tau fibril formation inhibitors; tau K18 P301L (four-repeat tau fragment) Alexa594 fluorescence, heparin fibrillization; Potency, µM (doses to about 57.7 µM), inactives show top-dose activity change, negative = decrease; actives 0.93% (n = 280,000); further: on the % scale 0 is the no-effect control and ±100 the full control effect; nearly all actives have a fitted effect of over 55% in size
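Human K18 P301L tau (15 uM unlabeled plus 0.24 uM Alexa 594-labeled, final) in 100 mM sodium acetate pH 7 was mixed with compound and 20 uM heparin and incubated 6 hr at 37 C.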
* = called active by the depositor; ? = inconclusive; / = not tested or not shown; [ ] = another dose, or the depositor's remark. The call rests on the fitted dose curve; in most records, active means well fitted curve in the direction sought with a large enough effect; inconclusive means small, poorly fitted or top-dose-only effect, or another doubt; inactive means no such curve, though single readings can be large; an effect the other way counts as inactive or inconclusive. Potency means the concentration at half of the fitted maximal effect. No enrichment for hits. About 3.3% of those tested had a hit in this group.

Every second line gives: Tau fibril FP | HTT ATP protect | GLA spleen mod | GAA inhib | Tau fibril ThT | GAA spleen mod | GAA glycogen | Tau fluor counter
- COc1ccc(C(C(=O)NC2CCCCC2)N(C(=O)c2sc(C)nc2C)c2ccc(OC)cc2)cc1 (stereo not drawn)
 : -6.7% | 10.4% | -24.4% | -2.7% | -3.8% | -6.6% | -3.3% | -1.3%
- CC(=O)c1sc2nc(CSc3nncn3C)[nH]c(=O)c2c1C
 : 8.1% | -15.8% | 7.1% | 6.5% | -4.8% | -5.3% | -5.4% | 2.5%
- Clc1cccc(Cl)c1CON/C=N/c1ncnc2sccc12
 : -17.2% | 16.6%[10 µM] | 6.8% | -1.8% | -13.7% | -19.7% | -1.3% | -25.1%
- c1ccc(Cn2cc(CN3CCCO3)c(-c3ccc4c(c3)OCO4)n2)cc1
 : -3.4% | -4.3%[10 µM] | 2.6% | / | -1.9% | -18.6% | -9.0% | -0.1%
- CCSc1nnc(NC(=O)C(CC)Oc2ccccc2)s1 (stereo not drawn)
 : -10.2% | 9.3% | -6.7% | -4.4% | -4.5% | -2.8% | -5.4% | -10.3%
- CCc1nnc(NC(=O)CSc2nnnn2C)s1
 : -16.0% | 14.5%[1.9 µM] | 0.1% | -4.5% | -7.0% | -1.0% | 3.2% | -12.2%
- CCCC(=O)C1=C(O)C(C(=O)OC)C(C)(C)CC1=Nc1ccc(Br)cc1 (stereo not drawn)
 : 4.0% | -19.8%[10 µM] | -0.8% | 1.4%[15.4 µM] | -11.3% | -0.6% | -5.0% | -9.5%
- Clc1ccc(OCCCc2nc(-c3cccnc3)no2)c(Cl)c1
 : -8.4% | -0.4%[0.074 µM] | -13.0% | ? | -7.9% | -5.8% | -5.0% | -14.6%
- CCOC(=O)CSc1nsc(SCC(=O)OCC)c1C#N
 : 8.4% | -8.8%[10 µM] | 1.2% | -0.7% | ? | -7.0% | -0.3% | -8.2%
- C=CCN1C(=O)/C(=C2/Sc3ccccc3N2C)SC1=Nc1ccccc1C
 : 13.5% | 4.0% | -0.1% | -1.7% | -6.9% | -2.2% | 1.2% | -9.9%

Arranged by SMILES length (ascending): some entries from above
Every second line gives: Tau fibril FP | HTT ATP protect | GLA spleen mod | GAA inhib | Tau fibril ThT | GAA spleen mod | GAA glycogen | Tau fluor counter
- CCc1nnc(NC(=O)CSc2nnnn2C)s1
 : -16.0% | 14.5%[1.9 µM] | 0.1% | -4.5% | -7.0% | -1.0% | 3.2% | -12.2%
- CCSc1nnc(NC(=O)C(CC)Oc2ccccc2)s1 (stereo not drawn)
 : -10.2% | 9.3% | -6.7% | -4.4% | -4.5% | -2.8% | -5.4% | -10.3%
- Clc1cccc(Cl)c1CON/C=N/c1ncnc2sccc12
 : -17.2% | 16.6%[10 µM] | 6.8% | -1.8% | -13.7% | -19.7% | -1.3% | -25.1%
- Clc1ccc(OCCCc2nc(-c3cccnc3)no2)c(Cl)c1
 : -8.4% | -0.4%[0.074 µM] | -13.0% | ? | -7.9% | -5.8% | -5.0% | -14.6%
- CC(=O)c1sc2nc(CSc3nncn3C)[nH]c(=O)c2c1C
 : 8.1% | -15.8% | 7.1% | 6.5% | -4.8% | -5.3% | -5.4% | 2.5%
- C=CCN1C(=O)/C(=C2/Sc3ccccc3N2C)SC1=Nc1ccccc1C
 : 13.5% | 4.0% | -0.1% | -1.7% | -6.9% | -2.2% | 1.2% | -9.9%
- c1ccc(Cn2cc(CN3CCCO3)c(-c3ccc4c(c3)OCO4)n2)cc1
 : -3.4% | -4.3%[10 µM] | 2.6% | / | -1.9% | -18.6% | -9.0% | -0.1%
- CCCC(=O)C1=C(O)C(C(=O)OC)C(C)(C)CC1=Nc1ccc(Br)cc1 (stereo not drawn)
 : 4.0% | -19.8%[10 µM] | -0.8% | 1.4%[15.4 µM] | -11.3% | -0.6% | -5.0% | -9.5%
- COc1ccc(C(C(=O)NC2CCCCC2)N(C(=O)c2sc(C)nc2C)c2ccc(OC)cc2)cc1 (stereo not drawn)
 : -6.7% | 10.4% | -24.4% | -2.7% | -3.8% | -6.6% | -3.3% | -1.3%

Carrying on.
Every second line gives: Tau fibril FP | HTT ATP protect | GLA spleen mod | GAA inhib | Tau fibril ThT | GAA spleen mod | GAA glycogen | Tau fluor counter
- C/C(=N\N1CCN(c2ccccc2)CC1)c1ccco1
 : -1.2% | -9.0%[10 µM] | -1.5% | -4.8% | ? | -6.8% | 4.5% | -20.6%
- CCOC(=O)c1c(NC(=O)C(C)N2CCN(S(=O)(=O)c3cccs3)CC2)sc2c1CCC(C)C2 (stereo not drawn)
 : 0.6% | -6.3%[10 µM] | -3.7% | 5.1% | 4.7% | -2.8% | -1.4% | 11.3%
- CCOC(=O)c1csc(COc2ccc(OC)cc2)n1
 : 2.0% | 7.7%[10 µM] | 8.8% | / | ? | 2.1% | 3.3% | -0.5%
- CN(C)CCNC(=O)C1CC(=O)N(c2ccc(F)c(Cl)c2)C1 (stereo not drawn)
 : 4.3% | 1.8% | -0.9% | -0.6% | -4.2% | -3.6% | -0.7% | -4.5%
- O=C(Cn1ncn2c(cc3cc(F)ccc32)c1=O)NC1CCCCC1
 : -5.2% | / | / | / | 3.7% | / | -2.0%[76.3 µM] | -1.8%
- O=C1C(C=Nc2ccccc2O)=C(O)c2ccccc21
 : -2.4% | -48.1%[inhibitor] | -11.7% | -7.6% | ? | -11.1% | -4.3% | -29.4%
- Cc1cc(C)cc(NC(N)=S)c1
 : 4.3% | 21.5%[10 µM] | -0.8% | -2.5% | -2.3% | 0.3% | 10.9% | -3.9%
- COc1cccc(-c2nn(-c3ccccc3)cc2CN(C)C(C)c2ccon2)c1 (stereo not drawn)
 : -9.9% | -4.9%[10 µM] | -19.0% | 2.7% | ? | 6.2% | 2.8% | ?
- CCOc1ccccc1NC(=O)c1ccc(C(=O)Nc2ccccc2OCC)cc1
 : -3.7% | / | / | / | -2.8% | / | -10.4%[76.3 µM] | -16.4%
- O=C(CCSc1ccccc1)N1CCN(C(=O)c2ccco2)CC1
 : -3.1% | 1.9% | 4.4% | -0.1% | 15.9% | -5.5% | -4.0% | 7.6%
- CCC(CC)C(=O)Nc1ccc(OCc2cc(=O)n3ccsc3n2)cc1
 : 0.7% | / | / | / | -4.0% | / | 4.9%[76.3 µM] | -3.0%
- O=C(CC(=O)NC1CCCCC1)N/N=C/c1ccc(Cl)cc1
 : 6.8% | 1.2% | -28.6% | -2.9% | -7.4% | -17.1% | 1.4% | -0.1%
- Cc1c(CCOC(=O)CC23CC4CC(CC(C)(C4)C2)C3)sc[n+]1Cc1ccc([N+](=O)[O-])cc1
 : 7.1% | -10.9% | -18.5% | 6.2% | ? | -26.0% | -0.6% | -8.2%
- O=C(/C=C/c1ccco1)Nc1ccc(-c2nc3ccccc3[nH]2)cc1
 : ? | -14.2%[10 µM] | 6.4% | -4.4% | ? | -13.8% | 1.0% | -24.0%
- COc1ccc(Br)cc1-c1noc(-c2ccccc2)n1
 : -11.8% | -12.3%[1.9 µM] | 0.2% | -8.1% | -5.3% | -18.4% | 1.3% | -5.2%
- CC(C)(C)NC(=O)C(c1ccco1)N(C(=O)Cn1nnc(-c2ccc(F)cc2)n1)c1cccc(F)c1 (stereo not drawn)
 : 4.4% | -0.5%[10 µM] | 6.8% | -1.3% | -1.9% | 6.1% | -5.9% | -4.4%
- CCOC(=O)c1c(C)c(C(=O)NCCN2CCOCC2)c(C)n1CC
 : 4.7% | -9.5% | -20.5% | -7.9% | -1.3% | -4.4% | 6.2% | 2.4%
- Cc1ccc(C)c(NC(=O)CN(C)S(=O)(=O)c2cccc3nsnc23)c1
 : -2.7% | / | / | / | -11.4% | / | -5.9%[76.3 µM] | -16.7%
- COc1ccc(Cl)cc1N(C)C(=O)c1ccc2c(=O)n3c(nc2c1)CCCCC3
 : -5.1% | / | / | / | -2.6% | / | ? | -3.9%
- N/C(=N\OC(=O)COc1ccc(Cl)cc1Cl)c1cccnc1
 : 2.5% | / | -14.9% | -6.0% | -3.0% | 7.5% | -0.9% | -4.1%
- Nc1ccc(C(=O)N/N=C/c2sc(N3CCOCC3)nc2-c2ccccc2)cc1
 : ? | 12.9%[10 µM] | 1.0% | -26.8% | ? | -12.4% | 0.4% | ?
- O=C1CCc2cc(S(=O)(=O)NC(C(=O)Nc3ccc(F)cc3)c3ccccc3)ccc2N1 (stereo not drawn)
 : -6.6% | / | / | / | -13.2% | / | -7.8%[76.3 µM] | -29.6%
- CCN1CC(CN(C)Cc2nc(-c3ccc(OC)c4ccccc34)oc2C)CC1=O (stereo not drawn)
 : 0.1% | -9.6%[10 µM] | 1.0% | 13.0% | -18.2% | 1.0% | 2.7% | -5.1%
- C=CCN1c2ccccc2[C@]23C[C@@H](C(=O)OC)N(S(=O)(=O)c4c(C)noc4C)C2=NC(C(=O)OC)=C(C(=O)OC)[C@H]13
 : 2.3%[11.6 µM] | -10.1%[10 µM] | -18.8%[17.5 µM] | / | -5.8%[11.5 µM] | -9.8%[17.4 µM] | / | -7.9%[11.6 µM]
- CNC(=O)COC(=O)c1ccc(NC(=O)CC#N)cc1
 : -1.1% | 8.5% | 1.0% | -2.5% | -18.3% | -1.6% | 1.0% | -8.3%
- CCOc1cccc(CC(=O)N2CCc3c([nH]c4ccccc34)C2c2ccc(SC)cc2)c1OCC (stereo not drawn)
 : -0.6% | / | / | / | -8.2% | / | -16.3%[76.3 µM] | -18.2%
- Oc1ccc(NCc2cccc(OCc3ccccc3)c2)cc1
 : ? | -33.7% | -0.5% | -7.6% | 28.2µM* | -1.1% | ? | ?
- CC(C(=O)N1c2ccccc2Sc2ccccc21)n1nnc(-c2cccs2)n1 (stereo not drawn)
 : -11.0% | -5.5%[10 µM] | 19.6% | -16.1% | -8.3% | 1.1% | ? | -24.3%
- CC1(C)CC(=O)C=C(NNC(=O)OC(C)(C)C)C1
 : -5.2% | -21.3% | 6.9% | 4.7% | -6.3% | 11.4% | ? | -4.9%
- CC(C)C(OC(=O)c1cc2sccc2n1C)C(=O)NCC1CCCO1 (stereo not drawn)
 : -2.3% | -13.7%[10 µM] | 10.2% | -3.6% | 2.4% | 5.5% | -4.3% | -5.9%
- O=C(N/C(=C/c1ccco1)C(=O)N1CCOCC1)c1cccs1
 : -17.6% | / | 9.7% | 0.1% | ? | 0.6% | -20.5% | -7.4%
